H9c2 TAG inh: triacylglycerol accumulation inhibition; AID 651582; 230,000 compounds, 0.66% hits; H9c2 cells, Nile Red lipid (TAG) fluorescence; cells loaded with 200 µM oleic acid; inhibition, % at 12.5 µM;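 active = pattern-corrected inhibition of lipid staining of at least 50% with the nuclear-stain viability signal not falling by more than 50%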;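 also: 0% = DMSO wells and 100% = triacsin C control wells; some results filed as inactive read as strong as hits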
H9c2 TAG inh DAPI viability: recorded beside H9c2 TAG inh, whose call it bears; DAPI nuclei signal change (viability), lower = more cytotoxic, %;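 whole-well DAPI fluorescence read on a plate reader as a viability signal; minus 50 percent equals half of cells still viable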
The depositor's hits bear a star; i = inactive.

SMILES	H9c2 TAG inh	H9c2 TAG inh DAPI viability
COc1ccc(NC(=O)c2ccc3c(=O)n(-c4ccc(OC)cc4OC)c(=S)[nH]c3c2)cc1	-1	8
CC(=O)/C(C[N+]1(C)CCCCC1)=N\O	2	7
O=C(Nc1ccccc1)N(C1=NCCCCS1)c1ccccc1	-5	0
COCCN1Cc2cccc(C(=O)Nc3c(C)cc(C)cc3C)c2C1=O	11	-28
C=C[C@H]1[C@H](O[C@@H]2O[C@H](CO)[C@@H](O)[C@H](O)[C@H]2O)OC=C2C(=O)OCC[C@]21O	13	-3
O=C(COC(=O)/C=C/c1ccc(OC(F)F)cc1)Nc1ccc(N2CCOCC2)cc1	1	-3
C=CCN1C=C2C(=O)C(C)(OC(=O)C3CCCC3)C(=O)C=C2C=C1c1ccsc1 (stereo not given)	0	-9
Nc1nnc(SCC(=O)OCC(=O)Nc2ccccc2)s1	-13	-2
COc1ccc2sc(C)nc2c1NC(C)=O	4	-7
Fc1cccc(F)c1-n1c(CN2CCCCC2)csc1=S	-11	2
Cn1ccsc1=NC(=O)c1cc(S(=O)(=O)N2CCOCC2)ccc1F	11	-10
CC1CCc2c(C(=O)NCc3ccco3)csc2C1 (stereo not given)	-1	1
C[C@H](CO)NC(=O)[C@@H]1C[C@H]1[C@@H](NP(=O)(c1ccccc1)c1ccccc1)c1ccccc1	10	0
O=C(c1cn(-c2ccccc2)nc1-c1ccccc1)N1CCOCC1	20	-3
Cc1noc(C)c1S(=O)(=O)N1CCCC(C(=O)NCCC2=CCCCC2)C1 (stereo not given)	-8	3
NC(=O)c1ccc(N2CCN(c3ncc(C(F)(F)F)cc3Cl)CC2)cc1	10	-14
Cc1ccc(C(O)c2ncc(-c3cccc(C(F)(F)F)c3)[nH]2)cc1F (stereo not given)	-24	1
O=[N+]([O-])c1cc(S(=O)(=O)N2CCOCC2)ccc1N1CCCC1	0	-13
O=c1/c(=C/c2cccc3ccccc23)sc2ncnn12	-15	-4
Fc1ccc(CSc2ncnc3ccccc23)cc1	5	0
COCCCN1C(=O)C(CC(=O)NCCCCc2ccccc2)CC(C(=O)N2CCOCC2)=C1C (stereo not given)	6	-1
CN(C(=O)C(Cl)Cl)c1ccc(OC(=O)c2ccco2)cc1	-1	3
O=C(C(=O)N1CCN(c2ccc(F)cc2)CC1)c1c[nH]c2ccccc12	-3	4
CC(NC(=O)Cn1ccsc1=N)C12CC3CC(CC(C3)C1)C2 (stereo not given)	8	6
COc1ccc(Cn2c(=O)c3[nH]cnc3n(-c3ccccc3C)c2=O)cc1	-1	-3
SMILES	H9c2 TAG inh	H9c2 TAG inh DAPI viability
CN(C)C(CNC(=O)c1ccc(S(=O)(=O)Nc2ccccc2)cc1)c1ccco1 (stereo not given)	-12	8
COc1ccccc1NS(=O)(=O)c1ccc(C(=O)NCc2ccncc2)cc1	-13	-3
COc1ccc2c3n(nc2c1)CCN=C3c1ccc(Cl)cc1	-2	-1
CC(=O)Nc1ccc(S(=O)(=O)Nc2nc3ccccc3nc2N2CCOCC2)cc1	-2	4
COC(=O)c1cc(S(=O)(=O)Nc2c(C)cccc2C)cn1C	-7	-2
CC1(C)OC(=O)C2=C(CC(c3ccccc3)OC2CCc2ccccc2)O1 (stereo not given)	10	-1
CCOC(=O)C1=C(C)N=C2SC(C)C(=O)N2C1c1ccc(OC(C)=O)c(OC)c1 (stereo not given)	8	-8
CCCC(C)NC(=O)Cc1ccccc1 (stereo not given)	-6	8
CCCCn1c(N)c(N(CCOC)C(=O)CSc2nnc(-c3ccc(F)cc3)n2N)c(=O)[nH]c1=O	-9	-6
CCOc1ccc(CC(=O)NNC(=S)NC)cc1Br	2	4
O=C(Cc1ccc(Cl)cc1)NNC1CC(=O)N(c2ccc3ccccc3c2)C1=O (stereo not given)	-7	20
CN(C)S(=O)(=O)c1ccc(Cl)c(NC(=O)COC(=O)CN2C(=O)C3CCCCC3C2=O)c1 (stereo not given)	-8	-1
COc1ccc(CNC(=O)COC(=O)CCOc2ccc(C)cc2)cc1OC	9	8
COc1cccc(CC(=O)N[C@@H](CCSC)c2nc3ccccc3[nH]2)c1	-1	18
O=C(c1cnc2c(c1)COc1ccc(Cl)cc1-2)c1ccccc1O	18	2
COc1cc(NC(=O)c2ccnc(N)c2)cc(C(=O)Nc2cccc(C(F)(F)F)c2)c1	33	1
CCCC(O)(CCN(C)C)c1ccc(OC)cc1 (stereo not given)	14	-3
COc1cccc2cc3c(=O)n(-c4ccccc4)nc-3oc12	0	9
Cc1cc(C(=O)CSc2nnnn2-c2ccc(O)cc2)c(C)n1C	5	3
O=c1c2ccccc2c(C=NCCO)c(O)n1-c1ccccc1	4	-1
COc1ccc(C(C)=O)cc1CC(=O)Nc1cccc(S(=O)(=O)N2CCOCC2)c1	-2	-8
C=CCN1C(=O)c2ccc(C(=O)N(C)CC(=O)Nc3ccc(Br)cc3C)cc2C1=O	7	-6
Cc1ccc(S(=O)(=O)NCCC(=O)N2CC(C)OC(C)C2)cc1 (stereo not given)	-5	-9
CN(CC(=O)Nc1cccc(F)c1)CC(=O)Nc1cccc2ccccc12	-10	-2
O=C(COC(=O)C1=COCCO1)Nc1cccc(S(=O)(=O)N2CCOCC2)c1	18	-5
SMILES	H9c2 TAG inh	H9c2 TAG inh DAPI viability
CCn1cc(C(=O)NCC2CCCO2)c(=O)c2cc(S(=O)(=O)N(C)C)ccc21 (stereo not given)	2	-2
COc1ccccc1C(=O)N(Cc1ccccc1)c1ccc(C)cc1	2	2
CCOc1ccc(N2CC(C(=O)NCC(=O)Nc3ccc(F)c(F)c3F)CC2=O)cc1 (stereo not given)	8	-8
CCC(C)(C(=O)NC1CCCC1)N(C(=O)CC1NC(=O)NC1=O)c1c(C)n(C)n(-c2ccccc2)c1=O (stereo not given)	17	-8
CC1CCN(C(=O)CCc2nnc(-c3ccccc3)o2)CC1	-1	1
O=C(CSc1nnc(-c2ccc(Cl)cc2)o1)NNC(=O)c1ccncc1	4	-12
COc1ccccc1NC(=O)CN(C)S(=O)(=O)c1ccc(F)cc1	-22	-14
CCn1c(=O)c2sccc2n(Cc2cc(C(=O)OC)ccc2OC)c1=O	0	-5
O=C(O)c1cnnc2ccccc12	7	5
CCN(C(=O)c1cc(S(=O)(=O)N2CCCC2)ccc1C)C1CCS(=O)(=O)C1 (stereo not given)	6	-4
O=C(c1ccc(Cl)c(Cl)c1)N1CCC(=O)N(C(COCc2ccc(Cl)cc2)Cc2ccccc2)CC1 (stereo not given)	19	2
Cn1cccc1/C=N/n1c(-c2ccco2)n[nH]c1=S	9	-1
Cc1ccc(SCC(=O)Nc2ccc(N3CCOCC3)cc2)cc1C	8	-2
CCC(C)(C(=O)NC1CCCC1)N(Cc1ccco1)C(=O)c1ccccn1 (stereo not given)	-1	-3
S=C(NCc1ccco1)N/N=C/c1cccnc1	-6	2
Cc1csc2nc(COC(=O)c3cccc(N(C)C)c3)cc(=O)n12	0	-4
CCc1ccccc1Nc1nc(N)nc(COC(=O)CCNS(=O)(=O)c2ccccc2)n1	-1	-2
CC(=O)Nc1nc(-c2ccccc2)ns1	5	-13
CC(C)(C)NCCC(O)c1cc(C(F)(F)F)nc2c(C(F)(F)F)cccc12 (stereo not given)	65*	-18*
CC(C)CCC1(CCO)C(=O)N=C(N)NC1=O (stereo not given)	12	9
O=C(c1ccccc1Oc1nnnn1-c1ccccc1)N1CCOCC1	1	-7
O=C1c2ccccc2C(=O)N1CCOc1ccccc1Cl	-7	0
CC1Cc2nc(SCC(=O)Nc3ccc4c(c3)OCO4)n(CCc3ccccc3)c(=O)c2S1 (stereo not given)	14	-21
OCCNc1ncnc2c1nnn2Cc1ccccc1	1	1
O=[N+]([O-])c1ccc(N/N=C/C=C/c2ccco2)cc1	-7	4
SMILES	H9c2 TAG inh	H9c2 TAG inh DAPI viability
COC(=O)C1CCN(C(=O)COc2ccc(N(C)S(=O)(=O)c3ccc(C)cc3)cc2)CC1	3	-14
COc1ccc(S(=O)(=O)N2CCN(C(=O)c3cc(-c4ccccc4OC)n[nH]3)CC2)cc1	-21	-1
OC[C@@H]1[C@@H](c2ccccc2)C(c2cccc(Cl)c2)=NN1c1ccccc1	-13	i
COc1ccc(C(CNC(=O)c2ccc(OCc3ccccc3)cc2)N2CCOCC2)cc1 (stereo not given)	-10	-1
COC(=O)N1CCCC(c2cc(C(=O)Nc3ccccc3Cl)no2)C1 (stereo not given)	8	-9
Cc1nc(Cc2nnc(SC(C)C(=O)N3c4ccccc4NC(=O)C3(C)C)o2)cs1 (stereo not given)	-6	-8
N#Cc1ccsc1NC(=O)COC(=O)C1=NNC(=O)CC1	-12	2
Cc1ccc(C)c(S(=O)(=O)N2CCCC2CNC(=O)C(=O)NCCN2CCOCC2)c1 (stereo not given)	11	-1
CCOC(=O)c1c(NC(=O)COC(=O)c2ccc(Cl)nc2)sc(C)c1C	-3	9
CCCCNC1=CC(=O)C(NCCCC)=CC1=O	9	-9
COc1ccccc1CN(C)C(C)C(=O)Nc1cccc(C(C)=O)c1 (stereo not given)	4	0
CCSc1ccccc1C(=O)Nc1ccc([N+](=O)[O-])cc1OC	19	-23
CC(=O)Nc1nonc1NC(=O)CSc1ccccn1	7	-4
COc1ccc(CN2CCC2(C)C(=O)Nc2cccc(NS(C)(=O)=O)c2)c2ccccc12 (stereo not given)	-3	3
Cc1ccc(S(=O)(=O)NCCc2ccccc2)cc1	7	1
Cc1cc(-c2nn(-c3ccccc3F)cc2CN2CCN(c3ccncc3)CC2)c(C)s1	9	28
CC[C@]12c3[nH]c4ccccc4c3CCN1C(=O)C(CC(=O)NC/C=C(\C)CCC=C(C)C)C[C@@H]2C(=O)N1CCN(C(=O)c2ccco2)CC1 (stereo not given in full)	24	-12
O=S(=O)(NCc1ccccn1)c1cc(Cl)ccc1Cl	-5	-3
O=C(NCCOc1ccccc1)C(=O)NCC1CCCO1 (stereo not given)	6	-8
COc1ccc(-c2[nH]ncc2CNCc2cc(C)n(C)n2)c(F)c1	-6	14
Cc1cccc(CCNC(=O)C2CCC(CNc3c(N4CCCC4)c(=O)c3=O)CC2)c1 (stereo not given)	-2	-1
CC1CCN(Cc2nc(Cl)c3c4c(sc3n2)CCC4)CC1	-9	11
CC1CCN(C(=O)COC(=O)CCC(=O)c2ccc(Cl)cc2)CC1	-8	-1
NC(=O)COC(=O)CC12CC3CC(CC(Br)(C3)C1)C2	-17	-9
CC(=O)Cn1nnc(-c2ccc(C(F)(F)F)cc2)n1	-2	18
SMILES	H9c2 TAG inh	H9c2 TAG inh DAPI viability
Cc1oc(-c2ccc(F)cc2)cc1-c1nn2c(-c3ccoc3C)nnc2s1	-22	-2
O=C(O)C1CC=CCC1C(=O)Nc1ccc2c(c1)CCC2 (stereo not given)	18	-2
CCNC(=O)COC(=O)c1cc(C)nc2ccccc12	-7	5
Cc1ccc(-c2ccc(S(=O)(=O)N3CCCC3)cc2)cc1	12	-8
OC[C@@H]1CN(Cc2cccs2)C[C@H](n2cnc3c(Nc4ccccc4)ncnc32)O1	17	-13
Cc1nn(-c2ccccc2)c(Cl)c1C(=O)OCC(=O)N(C)c1c(N)n(Cc2ccccc2)c(=O)[nH]c1=O	4	-1
CCCCN(C(=O)c1sc2nc3n(c(=O)c2c1C)CCC3)c1c(N)n(CC(C)C)c(=O)[nH]c1=O	8	3
COc1ccc2sc(-c3ccc(N(C)C)cc3)c(C#CC(C)(C)O)c2c1	50	i
Cc1ccc(C)c(OCC(=O)OCC(=O)Nc2c(C)nn(-c3ccccc3)c2C)c1	4	-5
CC(=O)N/C(=C/c1ccc2c(c1)OCO2)C(=O)NC(Cc1ccccc1)C(=O)O (stereo not given)	5	-1
CCN(CCO)c1ccc(Nc2cc(-c3ccc(-c4ccccc4)cc3)ncn2)cc1	0	9
Cc1nc(SCC(=O)OCc2ccccc2)c(C#N)c(-c2ccccc2)c1C(=O)Nc1ccccc1	19	-7
CCCCc1c(O)nc(SCC(=O)N2CCOCC2)n(-c2ccccc2C)c1=O	-8	0
Cc1cc(C(C)(C)C)c(O)c(C)c1CC1=NCCN1	-16	11
CCOC(=O)c1cc2c(=O)n3ccccc3nc2n(CCCOC)c1=NC(=O)C(C)(C)C	7	68
CN1CCN(C(=O)CCN2C(=O)c3ccccc3S2(=O)=O)CC1	-18	7
CC(C)CN(Cc1cc(=O)oc2cc(-c3ccccc3)c(O)cc12)CC(C)C	21	-10
CCOC(=O)C1=C(O)/C(=C/c2cccc(OC)c2O)N=C1C	23	-21
CCC(NC(=O)c1cc(COc2ccc(Cl)cc2OC)on1)c1ccncc1 (stereo not given)	11	-10
CCCCSc1cc(C)nc(N)n1	0	6

Some of the compounds tested. The share of hits here may be higher or lower than overall.
